# Assay outcomes: PubChem BioAssay, several laboratories
# PMI act hi M6P: human PMI activators, high substrate, primary screen, biochemical, fluorescence intensity, near-saturating mannose 6-phosphate; coupled PMI enzyme assay, resazurin fluorescence, 20 min; hits give high values; 1 = untreated enzyme, 0 = substrate-free blank; hit rate 0.34% among 190,000; activation factor at 20 µM;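 active = activation factor of 2 or more at 20 µM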
#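 Material: human phosphomannose isomerase with PGI, G6PDH, diaphorase coupling enzymes. Quantity: 15 ng/mL PMI. Medium: HEPES pH 7.4 buffer with MgCl2 and Tween-20. Reagent: Near-saturating mannose-6-phosphate, 1.0 mM. Compound: 20 µM single dose. Times: enzyme reaction with compound 20 min at room temperature. Detection: resorufin fluorescence at Ex 544/Em 590 nm.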
# PMI activator: activators of human PMI, primary screen, biochemical, fluorescence intensity, near-Km mannose 6-phosphate | AID 1214, 2008 | purified human PMI, coupled resazurin fluorescence, 20 min; hits give high values; 1 = vehicle control, 0 substrate-free wells | Mannose-6-phosphate isomerase (Homo sapiens), P34949 | hit rate 0.005% among 190,000 | activation factor at 20 µM;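 active = activation factor of 2 or more at 20 µM, relative to plate controls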
# L major viab: Leishmania major promastigote growth inhibition, primary screen; AID 1063, 2008; Leishmania major promastigotes, resazurin fluorescence viability; hit rate 9% among 200,000; inhibition, % at 10 µM; in the data active = inhibition above about 50%;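 note: promastigotes grown with compound for 44 hours at 28 °C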
# Hsp70 act: Hsp70 transcriptional activators, primary screen, cell-based, HeLa, Hsp70 promoter luciferase, luminescence, 10 µM; hit rate 0.04% among 200,000; HeLa Hsp70 promoter luciferase reporter; scaled: vehicle 0, proteasome-inhibitor control 100%; activation, % at 10 µM;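 active = activation above the mean across all tested compounds plus 3 SD, cutoff set per campaign, cut at about 5.5% in these data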;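 note: 100% = MG132 at 30 µM as the positive control and 0% = DMSO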
# TNAP inh noacc: human TNAP enzyme inhibitors, primary screen, biochemical, luminescent, no phosphate acceptor, uHTS | Alkaline phosphatase, tissue-nonspecific isozyme (Homo sapiens), P05186 | purified TNAP, CDP-star luminescence, 30 min | inhibition, % at 20 µM | hit rate 0.26% among 200,000;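 active = tissue-nonspecific alkaline phosphatase inhibition above about 50% at 20 µM in the single-dose screen, limit read from the data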;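 note: 0% = DMSO negative control and 100% = EDTA positive control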
# Target sequence (P05186 whole entry, looked up): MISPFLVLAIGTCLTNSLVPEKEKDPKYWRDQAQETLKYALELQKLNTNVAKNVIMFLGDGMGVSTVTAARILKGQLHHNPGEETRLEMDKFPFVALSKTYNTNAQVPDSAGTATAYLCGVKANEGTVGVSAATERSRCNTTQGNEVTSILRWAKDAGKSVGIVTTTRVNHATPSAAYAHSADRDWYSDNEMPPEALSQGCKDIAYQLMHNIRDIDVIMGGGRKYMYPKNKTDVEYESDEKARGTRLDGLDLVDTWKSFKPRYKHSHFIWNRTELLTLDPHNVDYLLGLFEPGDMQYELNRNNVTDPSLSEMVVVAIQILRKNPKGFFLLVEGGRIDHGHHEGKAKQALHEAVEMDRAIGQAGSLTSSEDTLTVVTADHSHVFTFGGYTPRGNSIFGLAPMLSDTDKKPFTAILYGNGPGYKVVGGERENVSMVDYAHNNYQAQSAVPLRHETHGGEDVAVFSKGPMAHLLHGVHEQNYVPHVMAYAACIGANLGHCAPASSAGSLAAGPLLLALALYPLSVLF
# TNAP inh hi DEA: human TNAP enzyme inhibitors, primary screen, biochemical, luminescent, high phosphate acceptor level, uHTS. Alkaline phosphatase, tissue-nonspecific isozyme (Homo sapiens), P05186. purified TNAP, CDP-star luminescence, 1 M DEA. inhibition, % at 20 µM. hit rate 0.03% among 200,000. AID 1135, 2008;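 active = over 50% inhibition of tissue-nonspecific alkaline phosphatase at 20 µM in the single-dose screen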;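 note: plate controls were DMSO wells for no effect and EDTA-quenched wells as full inhibition for full effect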
# HMGR II inh: inhibitors of E. faecalis class II HMGR, primary screen, biochemical, Enterococcus faecalis. AID 1066, 2008. hit rate 0.41% among 190,000. inhibition, % at 10 µM. purified E. faecalis HMGR, NADPH absorbance 340 nm kinetic. HMG-CoA reductase (Enterococcus faecalis, mvaE);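 active = inhibition above a set limit, the median over all tested compounds plus 3 SD, cut at about 9.5% in these data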;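 note: enzyme runs in reverse so mevalonate oxidation gives rising NADPH absorbance; 0% = complete reaction with DMSO and 100% = background rate lacking mevalonate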
# RAM network inh: inhibitors of the yeast RAM network, primary screen, dse1pr::URA3 reporter, 5-FOA selection | S. cerevisiae dse1pr::URA3 reporter, 5-FOA growth OD615, 2 d; analog-sensitive cbk1-as2 kinase mutant strain | inhibition, % at 50 µM | hit rate 1.8% among 190,000 | AID 868, 2007;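 active = inhibition above a set limit, 3 SD over mean compound inhibition, cut at about 8.4% in these data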;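 note: 0% = DMSO-only wells with no growth and 100% = 10 µM 1-NA-PP1 full growth; inhibition rescues growth on 5-FOA so higher OD means more RAM inhibition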
# Redox H2O2 prof: compounds producing H2O2 with reducing agent – biochemical, NIH compound library profiling, artefact control for MLSCN library redox annotation, primary screen | DTT-dependent redox cycling H2O2, phenol red/HRP absorbance; 100% = 100 µM peroxide control, 0% = buffer | activation, % at 10 µM | hit rate 0.03% among 200,000;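 active = activation of at least 50% relative to the plate's high and low controls in the primary single-dose screen; inactive = activation below 50%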;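 note: compound incubated with DTT at 0.8 mM final as the reducing agent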
# S1P3 antagonist: S1P3 receptor antagonists, primary screen, cell-based; Sphingosine 1-phosphate receptor 3 (Homo sapiens), Q99500; CHO S1P3 NFAT-BLA reporter, FRET fluorescence, antagonist mode; inhibition, % at 4.98 µM; hit rate 0.27% among 170,000; AID 485, 2006;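 active = inhibition above the plate cutoff, the mean inhibition of test wells on that plate plus 3 SD, cut at about 28% in these data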;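 note: cells challenged with S1P at its EC80 of 0.8 µM; blue over green emission ratio from cleaved BLA substrate after 4 h stimulation; 0% = S1P-stimulated wells and 100% = unstimulated DMSO-only wells; some compounds past the cut are filed as inactive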
# Target sequence (Q99500 whole entry, looked up): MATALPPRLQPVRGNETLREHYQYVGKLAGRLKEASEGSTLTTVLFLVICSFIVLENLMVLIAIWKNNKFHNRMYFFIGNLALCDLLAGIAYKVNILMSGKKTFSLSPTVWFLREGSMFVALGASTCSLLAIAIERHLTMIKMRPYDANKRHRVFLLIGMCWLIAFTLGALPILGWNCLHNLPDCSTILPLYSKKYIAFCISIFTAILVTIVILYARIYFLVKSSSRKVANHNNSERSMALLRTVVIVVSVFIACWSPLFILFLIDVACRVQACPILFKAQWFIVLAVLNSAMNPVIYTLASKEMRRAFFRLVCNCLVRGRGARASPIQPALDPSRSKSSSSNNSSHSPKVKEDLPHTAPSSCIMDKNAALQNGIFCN
# * = called active by the depositor; / = no result given.
SMILES,PMI act hi M6P,PMI activator,L major viab,Hsp70 act,TNAP inh noacc,TNAP inh hi DEA,HMGR II inh,RAM network inh,Redox H2O2 prof,S1P3 antagonist
O=C(c1cc([N+](=O)[O-])ccc1N1CCCC1)N1CCCCC1,0.8,0.9,-1,-0.1,12,11,1,0.7,-0.2,-20
N#Cc1ccc(OCC(=O)NC2=NCCS2)cc1,0.9,1,-3,0.3,-3,-5,-6,-0.2,-1.8,7
Cc1csc(Nc2ccccc2C(F)(F)F)n1,1,1,-8,-0.1,-10,-2,4,-0.9,-3.1,/
c1ccc(C(c2ccccc2)N2CCN(C(c3ccccn3)c3nnnn3C3CCCC3)CC2)cc1 (centres undefined),1,1,57*,-0.1,-9,-6,1,-1.1,-0.6,-15
O=C(CNC(=O)c1ccccc1Cl)Nc1ccc(F)cc1,1,0.9,-1,-0.3,-4,5,-9,1.9,0.0,-10
Cc1cc(C)c(S(=O)(=O)N2CCN(CCN3C(=O)c4cccc5cccc(c45)C3=O)CC2)cc1[N+](=O)[O-],1.1,1.1,53*,-0.1,-5,-1,-8,-0.8,-0.7,-17
O=C(Nc1ccc2cn[nH]c2c1)c1ccc(Cl)c(S(=O)(=O)N2CCOCC2)c1,0.9,0.8,-1,-0.1,-22,-5,-1,5.3,0.7,7
O=C(c1ccco1)N1CCN(S(=O)(=O)c2cccc([N+](=O)[O-])c2)CC1,0.9,1.1,-4,-0.2,-10,-4,1,2.9,-0.6,5
Cc1ccc(S(=O)(=O)N(CC(=O)N2CCCC2)C2CCCCC2)cc1,1,0.9,-6,-0.1,-7,-2,2,0.0,-0.8,-13
COC(=O)c1ccc(C(=O)OC)c(NC(=S)N2CCN(c3ccccc3)CC2)c1,1,1,-4,-0.2,-8,-3,-7,0.7,-8.5,/
Cc1cc(C(=O)CSc2nc3ccccc3o2)c(C)n1C1CC1,0.8,0.8,16,0.0,-14,-3,3,3.4,-0.7,-14
CC(C)(C)NC(=S)NCc1cccnc1,1.1,1,-3,-0.3,-6,1,4,0.1,1.4,/
Cc1cc(C)nc(SCc2nnc(SCC(=O)Nc3ccc(Cl)c(C(F)(F)F)c3)o2)n1,0.8,0.8,-5,-0.2,-20,-7,-9,4.2,0.2,9
O=C(NCc1ccco1)C1CCN(S(=O)(=O)c2ccc(-n3cnnn3)cc2)CC1,1,1,-12,-0.2,-8,1,-2,1.4,0.2,-14
CC(C)CCn1c(Sc2nc3ccccc3s2)nc2c1c(=O)[nH]c(=O)n2C,1,0.9,0,-0.5,-2,-2,-7,2.4,0.2,9
Cc1ccc2ccccc2c1COC(=O)c1nonc1N,0.8,0.8,0,-0.1,-9,-2,0,1.1,-0.5,-13
CCc1ccc(C(=O)NC(CCSC)C(=O)O)cc1 (centres undefined),0.9,1,10,-0.3,-13,2,0,1.2,0.1,-4
CCCn1c2c(c(O)c(C(=O)Nc3ccccn3)c1=O)CCCC2,1,1.1,/,/,-6,1,/,/,/,8
FC(F)(F)c1nc2nncn2c2c1CCCCC2,0.9,0.9,-7,-0.2,-2,3,0,-0.8,2.6,-4
COc1cc2c(cc1OC)CN(Cc1cc(OC)c(O)c(OC)c1)CC2,0.3,0.8,-2,-0.1,-3,-4,3,1.7,-1.2,6
Cc1ccc(/C=C2/CCc3c([nH]c4ccccc34)C2=O)cc1,1,1,-7,0.1,-8,-3,-2,2.5,1.5,/
O=C(/C=C/c1ccccc1)NCCSc1ccc(Cl)cc1,1,0.9,-6,-0.4,-9,-6,-1,2.2,6.4,/
CC(c1ccccc1F)n1cc(C(=O)NCCCc2nc3ccccc3[nH]2)nn1 (centres undefined),1.1,1,0,0.0,0,-4,-9,1.1,-0.2,-4
CCCCC(=O)NCCc1ccc(S(N)(=O)=O)cc1,1,1,-5,-0.1,-14,-1,-9,0.7,-1.9,-10
CC(C)(C)NC(=O)c1ccc(Sc2ccccc2)c([N+](=O)[O-])c1,0.8,0.8,3,0.0,-4,2,-2,4.0,-1.2,/
O=C(CC1Sc2ccccc2NC1=O)NCc1cccc(Cl)c1 (centres undefined),1,1,-16,-0.2,2,0,-6,4.3,-0.5,-15
O=C(CC1C(=O)NCCN1C/C=C/c1ccccc1)NCCc1cccnc1 (centres undefined),1,1,-3,-0.2,-4,-1,2,2.2,-0.7,9
CCOc1ccc(N(C(=O)CNC(=O)c2ccco2)C(C(=O)NC2CCCC2)c2ccncc2)cc1 (centres undefined),1,1,-7,-0.4,-8,-4,-5,0.1,1.1,-8
Cc1ccc(N=C2NC(=O)/C(=C/C=C/c3ccco3)S2)cc1,1.9,1.5,1,-0.1,32,15,-4,1.1,-0.4,-1
O=C(Nc1ccc2c(c1)OCO2)c1ccc(N2CCCC2)c([N+](=O)[O-])c1,0.8,0.8,4,-0.3,-2,8,2,2.3,0.1,5
CC/C(C)=N/Nc1nc2sc3c(c2c(=O)[nH]1)CC(C)(C)OC3,0.9,1,-6,-0.6,-1,-4,3,-0.2,1.1,/
CC(=O)c1cccc(CN2CCN(CC(C)C)C(CCO)C2)c1 (centres undefined),0.9,0.9,10,-0.2,-6,0,-2,1.4,0.6,-10
O=c1cc(CO)oc(CN2CCCC2)c1O,0.9,1,0,-0.1,-9,-3,6,1.0,2.0,-33
CC(=O)c1ccc(N2CCN(CC(=O)Nc3ccc(N4CCOCC4)cc3)CC2)cc1,0.9,1,2,-0.3,-3,-3,-6,-0.5,0.1,-8
COc1ccc(/C=C/C(=O)NC(=S)NN2CCCCC2c2cccnc2)cc1OC (centres undefined),0.9,0.9,25,-0.5,-4,-4,-6,-1.1,0.2,-12
O=c1c2ccsc2ncn1Cc1cccc(C(F)(F)F)c1,0.9,0.9,7,-0.1,-7,0,6,1.1,-3.0,/
Oc1cccc(C(=S)N2CCN(Cc3ccccc3)CC2)c1,0.9,0.9,-6,-0.2,-13,1,-2,-0.4,0.3,12
O=C1CC(c2cccc(Cl)c2)Cc2nc(N3CCOCC3)ncc21 (centres undefined),1.1,1,8,-0.2,4,-6,0,-0.8,-3.7,18
CCOc1ccc(S(=O)(=O)Nc2ccc(F)cc2)c(C)c1C,1,0.9,-2,-0.3,7,-8,-1,3.8,3.9,/
O=C(Nc1nnc(SCc2ccccn2)s1)C1CC(=O)N(c2ccccc2)C1 (centres undefined),0.9,0.9,-5,-0.3,4,-2,-7,1.5,0.7,3
O=C(Cn1ccc(C(F)(F)F)n1)N/N=C/c1cccs1,1,1,40,-0.1,-6,-8,-3,0.1,0.2,-6
Cn1nc(C(F)(F)F)c2cc(NC(=O)OCc3ccc(C(C)(C)C)cc3)sc21,0.9,0.8,97*,0.1,-25,-6,2,5.7,0.1,/
CC1=NOC(=O)/C1=C/c1ccc(O)cc1,/,/,12,0.0,35,32,-1,-0.5,-1.1,-17
O=C(c1ccco1)N1CCN(c2cc(=O)n(-c3ccc(Cl)cc3)c(=O)[nH]2)CC1,0.9,0.9,-7,-0.2,4,-4,-10,0.6,1.6,/
COc1ccc(Cn2cnc3c(N)c(C)c(C)cc32)cc1,0.6,0.7,16,-0.2,-12,-3,-1,0.5,1.7,-10
O=C1CC(NN2CCCCC2)C(=O)N1c1ccccc1 (centres undefined),0.7,0.9,-4,-0.3,-8,-6,-3,0.1,-0.3,-4
CCCCc1cc(=O)oc2cc(O)cc(O)c12,0.4,0.7,29,0.2,-7,-3,-2,1.0,0.4,-21
CC(=O)Nc1cccc(OCC(=O)NC(C)C(C)C)c1 (centres undefined),1,1,-3,-0.3,-8,-2,-3,-0.1,0.3,/
O=C(COc1ccc(Br)cc1Cl)NC(=S)N1CCc2ccccc21,0.9,1,45,-0.3,-1,-1,-2,7.0,0.2,9
O=C(COC(=O)c1cncc(Br)c1)NC1CCCCCC1,1.2,1.3,-8,-0.2,-11,-2,0,0.9,-1.8,-4
# Going on with the list:
SMILES,PMI act hi M6P,PMI activator,L major viab,Hsp70 act,TNAP inh noacc,TNAP inh hi DEA,HMGR II inh,RAM network inh,Redox H2O2 prof,S1P3 antagonist
COc1cc(C(=O)NCC(=O)N/N=C/c2cccs2)cc(OC)c1OC,1.1,1,-6,-0.3,-5,-1,-2,0.2,-0.3,2
CCCC1CCC(c2ccc(C(N)=O)cc2)CC1 (centres undefined),1,1.1,-8,0.8,2,-3,7,3.3,-3.2,/
Cc1ccccc1Nc1ncccc1C(=O)N1CCOCC1,1.1,1,-5,-0.5,-10,-3,-5,1.0,0.5,/
COc1ccc(Cc2nc(-c3ccccn3)no2)cc1,1.1,1,-1,0.1,-5,0,-2,0.0,2.0,/
CCCCN(C)C1=Nc2cccc3cccc1c23,1.4,1.2,57*,-0.2,-13,-4,1,0.5,0.2,/
Nc1c(C(=O)Nc2cccc(F)c2)nnn1-c1cccc(C(F)(F)F)c1,1.1,1.1,6,-0.1,3,0,0,2.7,0.1,-1
CCOC(=O)C1CCCN(C(=S)Nc2cccc(Cl)c2C)C1 (centres undefined),1,0.9,-1,-0.2,-2,0,1,2.5,0.4,3
O=C(Cc1nnc(NC(=O)Nc2ccc(F)cc2)s1)Nc1ccccc1,1.1,1.1,-8,-0.3,3,-3,-4,4.5,-0.2,-1
COc1ccc(C(=O)C2CCCCC2=O)cc1 (centres undefined),1.1,1,-6,0.0,-2,-1,-12,1.8,1.8,/
CCNC(=O)N1c2ccc(OCC)cc2C(C)=CC1(C)C,0.7,1.2,11,-0.1,8,0,-10,-1.4,0.4,-13
CCOC(=O)CSc1nc2ccc(N3CCOCC3)cc2c(=O)n1Cc1ccc2c(c1)OCO2,1.4,1.1,-1,-0.1,-9,-2,-2,4.3,-0.1,/
COc1cc(/C=C/C(=O)N2CCCN(C(=O)/C=C/c3cc(OC)c(OC)c(OC)c3)CC2)cc(OC)c1OC,1,1,-4,-0.4,-8,-1,-4,1.2,-0.2,-10
O=C(CSC1=NC(=O)C(Cc2ccccc2)C(=O)N1)Nc1ncccn1 (centres undefined),0.8,0.9,-5,-0.1,-9,-5,0,0.6,2.5,9

# Outcome played no part in choosing rows. About 12% of those tested had a hit in this group.
